Bioassay records as filed in PubChem.
Anesthetic bind: candidate novel general anesthetic via apoferritin binding. apoferritin/1-aminoanthracene competitive binding, fluorescence. Potency, µM (series often up to 77.5 µM), for inactives: at the highest dose activity change, negative = displacement, usual class: inhibitors. P02791. hit rate 0.074% among 350,000; further: potency means the concentration at half of the fitted maximal effect; on the % scale 0 is the no-effect control and ±100 the full control effect; nearly all actives have a fitted effect of over 20% in size
Target sequence (P02791 2-175 limits assumed): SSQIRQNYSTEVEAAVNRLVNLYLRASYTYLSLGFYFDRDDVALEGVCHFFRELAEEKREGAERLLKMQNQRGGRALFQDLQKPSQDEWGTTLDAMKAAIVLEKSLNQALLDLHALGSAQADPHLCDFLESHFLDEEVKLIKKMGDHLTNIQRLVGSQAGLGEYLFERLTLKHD
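Horse-spleen apoferritin (10 uM) was mixed with 50% saturated 1-aminoanthracene in PBS, exposed to compounds for 10 min at room temperature, and read for fluorescence (ex 380 nm, em 535 nm). Competitive displacement was fitted with a four-parameter Hill equation.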
PGK inhibitor: T. brucei PGK inhibition. hit rate 0.043% among 380,000. AID 602233. Potency, µM (series often up to 57.5 µM), for inactives: top-dose activity change, negative = inhibition, hits mostly inhibitors. PGK/GAPDH coupled, Kinase-Glo luminescence, 60 min. P07378; further: potency means the concentration at half of the fitted maximal effect; on the % scale 0 is the no-effect control and ±100 the full control effect; nearly all actives have a fitted effect of over 60% in size
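Luminescent ATP detection (Kinase-Glo Plus) follows a 60-minute room-temperature incubation, with wells lacking PGK as controls. Buffer: 100 mM TEA (pH 7.6), 5 mM MgCl2, 0.01% Tween-20. Coupling enzyme GAPDH (100 nM final) supplies unstable 1,3-BPG in-well.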
Pol eta inh: blocks human DNA polymerase eta activity. Q9Y253. recombinant Pol eta, fluorescent DNA replication assay. Potency, µM (titrated, usually from 114 µM), inactives show at the highest dose activity change, negative = inhibition, actives largely listed as inhibitors. hit rate 1.2% among 390,000; further: potency means the concentration at half of the fitted maximal effect; on the % scale 0 is the no-effect control and ±100 the full control effect
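Pol eta at 10 nM preincubated with compounds 15 min at room temperature; reaction started with fluorescent substrate (50 nM final) and read kinetically at 0 and 10 min.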
BLM helicase inh: Bloom syndrome helicase (human) inhibition | hit rate 0.2% among 350,000 | Potency, µM (series often up to 56.1 µM), for the others: at the top dose activity change, negative = inhibition, most hits filed as inhibitors | recombinant BLM DNA unwinding, fluorescence dequenching | P54132;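 further: potency means the concentration at half of the fitted maximal effect; plate controls were vehicle for no effect and no enzyme for full effect; nearly all actives have a fitted effect of over 35% in size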
APE1 inh: inhibitors of human APE1 endonuclease. P27695. recombinant APE1, TAMRA/BHQ-2 abasic DNA cleavage fluorescence. Potency, µM (doses to about 65.8 µM), without a hit: top-dose activity change, negative = inhibition, most hits filed as inhibitors. hit rate 0.35% among 350,000. AID 2517;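 further: potency means the concentration at half of the fitted maximal effect; plate controls were vehicle for no effect and reference inhibitor for full effect; nearly all actives have a fitted effect of over 55% in size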
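Step 1: APE1 (0.75 nM) with compound, 15 min RT. Step 2: add 50 nM fluorophore/quencher THF duplex. Step 3: three fluorescence reads 60 s apart (525/598 nm); read 3 minus read 1 = reaction progress.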
POLB inh: inhibitors of human DNA polymerase beta. Potency, µM (doses to about 114 µM), without a hit: at the highest dose activity change, negative = inhibition, actives largely listed as inhibitors. Pol beta primer extension/strand displacement, fluorescence kinetic. hit rate 1.3% among 340,000; further: potency means the concentration at half of the fitted maximal effect; on the % scale 0 is the no-effect control and ±100 the full control effect
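Preincubation: enzyme (10 nM) with compound, 15 min, RT. Reaction: substrate added to 50 nM final. Reads: 0 and 10 min. Analysis: normalized, Hill fit.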
RXFP1 antag: blocks the human relaxin receptor RXFP1; Q9HBX9; HEK293-RXFP1, relaxin-stimulated cAMP HTRF, 30 min; active compounds read low; activity change, negative = inhibition, % at 57.5 µM; hit rate 0.59% among 350,000;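 active means activity change of -60% or lower, but not beyond a set lower limit; inconclusive means change between -60% and -40%, or beyond the set limit; inactive means change above -40%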; further: on the % scale 0 is the no-effect control and ±100 the full control effect
POLI inh: inhibitors of human DNA polymerase iota. Q9UNA4. Pol iota fluorescent replication assay, 10 min. Potency, µM (titrated, usually from 115 µM), for inactives: top-dose activity, negative = inhibition, actives largely listed as inhibitors. hit rate 1% among 390,000. AID 588590; further: potency means the concentration at half of the fitted maximal effect
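Fluorescent replication assay read twice, at 0 min and 10 min after adding 50 nM (final) substrate. Enzyme (10 nM) and compounds were first incubated 15 min at room temperature; enzyme-free buffer wells were negative controls.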
Pol kappa inh: inhibitors of human DNA polymerase kappa. Q9UBT6. purified Pol kappa, fluorescent DNA synthesis assay, 10 min. Potency, µM (doses to about 107 µM), without a hit: at the highest dose activity, negative = inhibition, usual class: inhibitors. hit rate 0.53% among 400,000. AID 588579; further: potency means the concentration at half of the fitted maximal effect; on the % scale 0 is the no-effect control and ±100 the full control effect
Target sequence (Q9UBT6 whole entry, looked up): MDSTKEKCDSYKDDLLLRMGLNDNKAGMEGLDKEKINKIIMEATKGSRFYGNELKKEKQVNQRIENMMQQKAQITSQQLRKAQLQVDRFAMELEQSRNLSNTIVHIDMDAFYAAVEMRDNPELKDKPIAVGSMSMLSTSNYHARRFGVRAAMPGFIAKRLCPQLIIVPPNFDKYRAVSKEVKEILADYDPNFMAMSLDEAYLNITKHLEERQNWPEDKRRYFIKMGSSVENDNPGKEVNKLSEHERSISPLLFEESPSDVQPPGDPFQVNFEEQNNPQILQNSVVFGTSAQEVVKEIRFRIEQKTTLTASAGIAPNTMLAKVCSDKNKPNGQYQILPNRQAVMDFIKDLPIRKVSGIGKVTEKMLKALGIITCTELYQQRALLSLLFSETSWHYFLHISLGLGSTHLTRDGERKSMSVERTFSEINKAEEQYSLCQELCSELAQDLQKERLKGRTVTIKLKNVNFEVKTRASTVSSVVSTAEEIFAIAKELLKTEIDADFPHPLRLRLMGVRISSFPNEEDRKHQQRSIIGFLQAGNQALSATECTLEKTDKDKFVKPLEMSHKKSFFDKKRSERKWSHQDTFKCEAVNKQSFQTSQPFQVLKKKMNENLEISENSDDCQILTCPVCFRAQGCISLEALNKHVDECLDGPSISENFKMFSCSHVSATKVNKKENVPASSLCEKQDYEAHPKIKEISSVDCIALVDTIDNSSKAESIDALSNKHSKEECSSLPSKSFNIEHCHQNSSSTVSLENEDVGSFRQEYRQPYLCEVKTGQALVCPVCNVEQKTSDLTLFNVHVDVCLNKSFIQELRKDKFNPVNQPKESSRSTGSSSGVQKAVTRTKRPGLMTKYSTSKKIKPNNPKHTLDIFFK
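Kinetic fluorescence screen: compound preincubated 15 min RT with 10 nM enzyme; 50 nM substrate (final) initiates; reads at 0/10 min.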
* = called active by the depositor; i = inactive; ? = inconclusive; · = not tested or not shown; & = joins results of further samples; [ ] = dose if it differs, or a comment. Unless noted, the call rests on the fitted dose curve; in most records, active means well fitted curve in the direction sought with a large enough effect; inconclusive means small, poorly fitted or top-dose-only effect, or another doubt; inactive means no such curve, though single readings can be large; an effect the other way counts as inactive or inconclusive.

SMILES | Anesthetic bind | PGK inhibitor | Pol eta inh | BLM helicase inh | APE1 inh | POLB inh | RXFP1 antag | POLI inh | Pol kappa inh
COc1ccc(N2CCN(CCNC(=O)c3ccc4c(c3)[nH]c(=S)n3c5ccccc5nc43)CC2)cc1 | -9% | 2% | -10% | -3% | 22% | -20% | -1 | 161%[activator] | -13%
COc1ccc(OC)c(NC(=O)COC(=O)C2CCC2)c1 | · | -1% | -16% | · | 12% | · | -8 | 23% | -5%
O=C(COC(=O)CCNS(=O)(=O)c1ccc(Cl)cc1)Nc1ccccc1OC(F)F | · | -5% | -7% | · | 14% | · | -3 | 17% | -17%
C=C1c2ccccc2NC(=O)N1c1ccc(C)cc1 | -5% | -4% | 2% | -4% | 0% | 12% | -3 | 19% | -12%
CCN(CC(=O)NCc1ccc(F)cc1)CC(=O)Nc1cc(S(=O)(=O)N(C)C)ccc1C | · | 2% | -8% | · | 17% | · | 4 | 39%[activator] | -11%
O=C(O)CCC(=O)Nc1cccc(-c2csc(-c3ccccc3)n2)c1 | -11% | 4% | -11% | 5% | -3% | -9% | -3 | -15% | -6%
CC(=O)c1c[nH]c(C(=O)Nc2ccc(N3CCCCCC3)cc2)c1 | · | -3% | -10% | · | 27% | · | -4 | -13% | -9%
CC(C)CCn1nc(C(=O)OC(C)C(=O)NC(N)=O)c2ccccc2c1=O (stereo not drawn) | -17% | -4% | -12% | -2% | 9% | -2% | 1 | 20% | 4%
C=CCSc1nc2c(c(=O)[nH]c(=O)n2C)n1Cc1ccccc1 | -11% | 0% | 1% | -1% | 27% | ? | 1 | -13% | -7%
CC(CN1CCOCC1)OC(=O)Cc1ccc(Cl)cc1 (stereo not drawn) | 3% | -8% | -6% | -2% | -4% | -1% | -9 | 64%[activator] | -4%
Cc1cc(C(=O)N/N=C/c2sc(N3CCOCC3)nc2-c2ccccc2)c(C)o1 | -7% | i | -10% | -17% | 0% | -15% | -6 | 30% | 7%
Cc1ccc(-c2csc3n[nH]c(=S)n23)cc1 | -9% | -5% | -6% | -1% | -1% | 28% | 3 | -8%&8% | -11%&2%
O=C(CNC(=O)c1cccs1)NCC(=O)OCc1ccccc1Cl | -15% | -6% | -4% | -1% | -1% | 29% | -6 | 29% | -6%[60.1 µM]
CNc1oc(-c2cccs2)nc1C#N | -11% | -6% | -10% | -1% | 4%&-19% | 16% | · | 20% | -11%
CN(C)C(=O)c1coc2nc3ccccc3nc12 | 152%[activator] | i | -8% | 1% | -5% | -11% | 2 | ? | -8%
CCN(CC)S(=O)(=O)c1ccc(C(=O)NCC2CCCCC2)cc1 | -11% | -5% | 2% | -3% | 38% | ? | 36 | -10% | -4%
COCCNC(=O)C(c1c[nH]c2ccccc12)N(C(=O)c1snc(C(N)=O)c1N)c1cccc(OC)c1 (stereo not drawn) | -8% | -3% | -10% | 0% | -4% | 4% | -1 | 8% | -7%
CCOc1ccc(CCNc2nc3ccccc3n3cnnc23)cc1OCC | -6% | i | -16% | -1% | 4% | -7% | -14 | 37%[activator] | 6%
Cc1c(NC(=O)CN(c2ccc(F)cc2)S(=O)(=O)c2ccccc2)c(=O)n(-c2ccccc2)n1C | 1% | i | -12% | -12% | 37% | 1% | -6 | 20% | -10%
COc1cc(S(=O)(=O)Nc2ccccc2)ccc1NC=O | -11% | -2% | -9% | -12% | 3% | -8% | 0 | 17% | -5%
O=C(CCCCn1c(=O)c2ccccc2n(CC(=O)NC2CCCC2)c1=O)NCc1ccco1 | 11% | i | -15% | -3% | -1% | ? | -4 | 5% | -1%
CC(=O)NC(=S)Nc1ccc(NC(=O)COc2ccc(Cl)cc2)cc1 | -9% | -7% | 7% | -4% | 1% | 10% | 2 | 6% | -9%
O=c1cc(CN2CCN(c3ccccc3F)CC2)c2cc(O)c(-c3ccccc3)cc2o1 | -7% | i | 2% | -1% | 6% | 15% | 2 | 197%[activator] | -11%
O=C(CCCNC(=O)/C(=C\c1ccc(F)cc1)NC(=O)c1ccccc1)OCc1ccccc1 | -16% | -5% | -8% | -8% | 3% | 27% | -11 | 7% | -6%
O=C(Nc1cccc(OCc2cc(=O)n3ccccc3n2)c1)Nc1cccc(C(F)(F)F)c1 | -9% | i | 5% | -6% | · | -15% | 10 | -22% | -10%[60.1 µM]

The final three entries of the section before lead into the next.
SMILES | Anesthetic bind | PGK inhibitor | Pol eta inh | BLM helicase inh | APE1 inh | POLB inh | RXFP1 antag | POLI inh | Pol kappa inh
O=c1cc(CN2CCN(c3ccccc3F)CC2)c2cc(O)c(-c3ccccc3)cc2o1 | -7% | i | 2% | -1% | 6% | 15% | 2 | 197%[activator] | -11%
O=C(CCCNC(=O)/C(=C\c1ccc(F)cc1)NC(=O)c1ccccc1)OCc1ccccc1 | -16% | -5% | -8% | -8% | 3% | 27% | -11 | 7% | -6%
O=C(Nc1cccc(OCc2cc(=O)n3ccccc3n2)c1)Nc1cccc(C(F)(F)F)c1 | -9% | i | 5% | -6% | · | -15% | 10 | -22% | -10%[60.1 µM]
CC(Oc1ccccc1F)C(=O)NNC(=O)CC(C)c1ccccc1 (stereo not drawn) | · | -8% | 3% | · | -6% | · | 8 | 58%[activator] | -14%
COc1ccccc1CNC(=O)C1CCN(S(=O)(=O)c2c(C)noc2/C=C/c2c(C)cc(C)cc2C)CC1 | -6% | i | -28% | -4% | · | 0% | -7 | 44%[activator] | -2%[60.1 µM]
Cc1cc(C)n(CCN(C)C(=O)CCc2nnc(-c3ccc4c(c3)OCO4)o2)n1 | -9% | -1% | -1% | -2% | 19% | 6% | 11 | 19% | -1%
Cc1ccc(C(=O)Nc2ncccc2C)cc1S(=O)(=O)N1CCOCC1 | · | -11% | -5% | · | -10% | · | -1 | 25% | 4%
CCc1ccc(C(=O)NC(C(=O)NCC2CCCO2)C(C)C)cc1 (stereo not drawn) | -7% | -6% | -12% | -5% | -1% | -23% | 0 | -10% | -6%
O=C(N=C1SC2CS(=O)(=O)CC2N1c1ccc(F)c(Cl)c1)C1CC1 (stereo not drawn) | -3% | 5% | -4% | -1% | -11% | 13% | -31 | -2% | -13%
CCOC(=O)C1CCCN(C(=O)c2cc3c(-c4cccc(OC)c4)nn(C)c3s2)C1 (stereo not drawn) | -8% | -5% | 4% | -5% | -7% | 1% | -7 | 6% | -3%
CCOC(=O)C1=C(N)Oc2ccc(Br)cc2C1C(C#N)C(=O)OCC (stereo not drawn) | ? | · | · | -9%&-7% | -3%&15%&2% | · | · | · | -19%[60.1 µM]
CC(C)C(C)NC(=O)CSc1ccc(S(=O)(=O)N2CCOCC2)cn1 (stereo not drawn) | · | -2% | 4% | · | 3% | · | 0 | 6% | -7%
COc1ccc(N(CC(=O)NCCSCc2ccco2)S(=O)(=O)c2ccc(C)cc2)cc1 | 50%[activator] | -6% | -15% | -4% | 8% | -1% | -4 | ? | -10%
CC(C)C(=O)OC1CCS(=O)(=O)c2sccc21 (stereo not drawn) | -3% | -6% | -2% | -7% | 3% | 1% | 7 | 18% | 8%
CCOc1cc(C(=O)NC(=S)Nc2nc(C)cc(C)n2)cc(OCC)c1OCC | -2% | 1% | -15% | -1% | -9% | 9% | -4 | 28% | -14%
CC(=O)Nc1ccc(S(=O)(=O)NC(C(=O)O)C(C)O)cc1 (stereo not drawn) | 3% | -4% | -9% | -1% | -1% | -1% | -9 | 14% | 13%
COc1ccc(C(=O)NCC(c2ccc(N(C)C)cc2)N2CCCC2)cc1 (stereo not drawn) | -10% | 2% | -18% | 1% | · | 6% | · | 22% | -5%[60.1 µM]
CN1CC(=O)N(CC(=O)Nc2ccc(N(C)C)cc2)c2ccccc2C1=O | -17% | -5% | -3% | -15% | -3% | -25% | -12 | ? | -10%
CC1CCN(C2(O)C(=O)Nc3ccc([N+](=O)[O-])cc32)CC1 (stereo not drawn) | ? | 0% | -12% | 0% | -1% | -11% | -3 | 8% | -18%
COc1ccc(/C(N)=N/OC(=O)c2ccc(C)c([N+](=O)[O-])c2)cc1 | -5% | 9% | -21% | -3% | 16% | 20% | -19 | 18% | -1%
COc1cc(OC)cc(C(=O)NCC(=O)Nc2ccc(C)c(Cl)c2)c1 | -20% | -7% | -23% | -5% | 0% | 0% | -7 | 15% | -25%
COc1ccc(-c2c(C3C4C=CCC(C)C4C(=O)N3Cc3ccccc3)ccc3ccccc23)cc1 (stereo not drawn) | 58%[activator] | · | · | -8% | 0% | · | · | 13% | -2%
COc1cc(OC)c(C(=O)Nc2cccnc2)cc1OC | -3% | -2% | -15% | 1% | -3% | 6% | -15 | 102%[activator] | -4%
COc1ccc(S(=O)(=O)N(CC(=O)N2CCN(c3ccccc3OC)CC2)c2ccccc2)cc1 | -13% | -6% | -12% | -1% | 2% | 1% | -11 | ? | 1%
Brc1cccc(-c2nc(-c3ccncc3)no2)c1 | -16% | -8% | ? | -6% | 20% | 0% | -18 | -4% | -9%
O=C(O)CCC(=O)N1N=C(c2ccccc2)CC1c1cccs1 (stereo not drawn) | 7% | i | -13% | 2% | -8% | 2% | -6 | 72%[activator] | 4%
O=C(COC(=O)c1cc([N+](=O)[O-])ccc1NCCO)c1ccccc1 | -21% | -3% | -6% | 3% | -18% | -2% | · | -3% | -19%
CCCn1c(=N)n(CC(O)COc2ccc(C)cc2)c2ccccc21 (stereo not drawn) | -5% | 10% | -6% | -8% | -8% | 32% | -23 | 37%[activator] | -6%
COc1ccc(NC(=O)CSc2nc(-c3cccc(C)c3)[nH]c2-c2ccccc2)cc1OC | -10% | -1% | -2% | -10% | · | -29% | -16 | ? | -26%
COc1cnc(-c2ccccn2)nc1Sc1ccc(Cl)cc1 | -12% | -3% | -8% | 0% | 4% | ? | -6 | 10% | -15%
CCS(=O)(=O)Nc1cc(-c2cn3ccc(C)cc3n2)ccc1C | -9% | i | -14% | 3% | · | 0% | · | 6% | -6%
Cc1cc(C)nc(/N=C(/NC(=O)c2ccccc2)Nc2ccccc2)n1 | -8% | 3% | 2% | 1% | 1% | 6% | -7 | 7% | -6%

The list is partial; count on the stated rates, not on these rows.
